# Source: PubChem
# SENP6 inh – SENP6 protease inhibition; Recombinant SENP6 catalytic domain, aminoluciferin luminescence; 1.8% of 330,000 active; inhibition, % at 10 µM; Q9GZR1;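 active = inhibition above about 50% at the single tested dose, limit read from the data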;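 also: plate controls were DMSO wells with enzyme for no effect and DMSO wells lacking enzyme for full effect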
# ATG4B inh – ATG4B (human) cysteine protease inhibition; Q9Y4P1; ATG4B cleavage of LC3-PLA2, NBD-HPC fluorescence, 1 h; inhibition, % at 8.33 µM; 0.51% of 340,000 active; in the data active = inhibition above about 40%
# Target sequence (Q9Y4P1 whole entry, looked up): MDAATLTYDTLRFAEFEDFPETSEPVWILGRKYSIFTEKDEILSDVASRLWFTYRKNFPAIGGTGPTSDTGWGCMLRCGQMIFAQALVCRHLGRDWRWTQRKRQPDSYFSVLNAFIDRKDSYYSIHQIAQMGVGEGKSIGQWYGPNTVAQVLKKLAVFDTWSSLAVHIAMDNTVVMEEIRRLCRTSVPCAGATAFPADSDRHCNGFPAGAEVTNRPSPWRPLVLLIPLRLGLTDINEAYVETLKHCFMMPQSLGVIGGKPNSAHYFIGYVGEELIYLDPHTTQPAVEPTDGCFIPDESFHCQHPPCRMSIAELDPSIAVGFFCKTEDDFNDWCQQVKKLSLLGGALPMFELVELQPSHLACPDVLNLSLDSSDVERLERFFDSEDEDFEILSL
# HKDC1 inhibitor – HKDC1 (human) hexokinase inhibition; 0.16% of 340,000 active; AID 493160; recombinant HKDC1, G6PDH/diaphorase resazurin coupled fluorescence; Q2TB90; inhibition, % at 20 µM;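 active = inhibition above about 35% when tested at 20 µM, limit read from the data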;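 also: plate controls were DMSO wells with enzyme for no effect and DMSO wells lacking enzyme for full effect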
#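 Assay system – recombinant HKDC1 (HK5) hexokinase enzyme, produced in-house · Input – HKDC1 at 5 µg/mL · Reagent – glucose plus 1 mM ATP as hexokinase substrates · Timing – 90 min reaction incubation at room temperature, dark · Measured by – G6PDH/diaphorase-coupled fluorescence, 1 mM NADP, 100 µM resazurin, 525/613 nm · Benchmarks – DMSO-enzyme wells negative, buffer-substituted wells positive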
# GRIN3A LBD mod – modulates the human NR3A ligand-binding domain; NR3A LBD differential scanning fluorimetry, Tm shift; 0% = protein alone, 100% = glycine-bound protein; Tm shift relative to glycine control, % at 25 µM; 2.5% of 340,000 active;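 active = melting temperature shift of at least 10% of the positive control shift, at one fixed dose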
# PfG6PD inh – PfG6PD (Plasmodium falciparum) enzyme inhibition; PfGluPho enzyme, NADPH resazurin-diaphorase fluorescence; inhibition, % at 20 µM; 0.78% of 350,000 active;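 active = inhibition reaching at least a set limit at 20 µM in the primary screen, cut at about 59% in these data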;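 also: 0% = DMSO wells with substrate and 100% = DMSO wells lacking glucose-6-phosphate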
# SENP8 block – inhibitors of human SENP8 protease. inhibition, % at 20 µM. recombinant SENP8, Nedd8 substrate fluorescence. Q96LD8. 0.64% of 360,000 active; in the data active = inhibition mostly above about 40%, no sharp cut-off; inactive = mostly below about 27%
# Target sequence (Q96LD8 whole entry, looked up): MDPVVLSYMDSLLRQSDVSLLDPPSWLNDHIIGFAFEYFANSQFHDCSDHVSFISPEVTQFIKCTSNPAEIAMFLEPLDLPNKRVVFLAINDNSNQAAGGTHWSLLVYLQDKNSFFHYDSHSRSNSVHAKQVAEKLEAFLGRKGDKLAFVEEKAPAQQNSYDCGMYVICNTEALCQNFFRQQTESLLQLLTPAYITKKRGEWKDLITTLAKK
# MPTP block – permeability transition pore inhibition. isolated mouse mitochondria, Ca2+ swelling absorbance, 30 min. inhibition, % at 10 µM. 1.4% of 360,000 active. AID 602449;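 active = inhibition of 50% or more, scaled per plate between neutral and stimulator controls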;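 also: 0% = DMSO wells given calcium and 100% = 1 mM EGTA wells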
# SENP7 inh – blocks the human protease SENP7 | recombinant SENP7, Z-RLRGG-aminoluciferin luminescence, 40 min | AID 434973 | inhibition, % at 5 µM | Q9BQF6 | 1.5% of 330,000 active;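 active = inhibition above about 50% at the single test dose, limit read from the data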;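 also: plate controls were DMSO with enzyme for no effect and no enzyme buffer wells for full effect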
# Target sequence (Q9BQF6 706-1050 limits assumed): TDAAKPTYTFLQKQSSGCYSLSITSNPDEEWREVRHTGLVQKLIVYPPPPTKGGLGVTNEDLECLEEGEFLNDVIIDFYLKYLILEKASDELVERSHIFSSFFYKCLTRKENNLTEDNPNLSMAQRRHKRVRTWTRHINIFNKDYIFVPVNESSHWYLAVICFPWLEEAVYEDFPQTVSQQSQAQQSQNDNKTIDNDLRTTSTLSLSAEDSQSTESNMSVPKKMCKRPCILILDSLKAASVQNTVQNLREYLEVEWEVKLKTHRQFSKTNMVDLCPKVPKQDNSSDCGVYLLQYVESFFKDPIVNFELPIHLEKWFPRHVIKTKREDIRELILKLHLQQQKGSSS
# * marks the source's active call; other numbers are inactive results; . = not tested or not shown. Rows are unselected. About 6.9% of those tested had a hit in this group.
SMILES,SENP6 inh,ATG4B inh,HKDC1 inhibitor,GRIN3A LBD mod,PfG6PD inh,SENP8 block,MPTP block,SENP7 inh
CC(=O)Nc1ccc(S(=O)(=O)Nc2ccccc2C(=O)N2CCCCC2)cc1,16,-1,-4,-3,-11,2,-0.9,10
O=C(/C=C/c1ccc(S(=O)(=O)N2CCOCC2)cc1)NC(CO)C(O)c1ccc([N+](=O)[O-])cc1 (stereo unspecified),1,-10,-6,1,3,1,-0.3,-11
CCC(=O)N(c1nnc(SCC(=O)NN2C(=O)NC3(CCCCC3)C2=O)s1)C1CC1,6,-2,-4,1,-1,-6,0.3,-1
CC(=O)Nc1ccc(S(=O)(=O)Oc2ccc(C=O)cc2)cc1,-25,-1,-3,0,-17,14,-2.6,-5
Oc1cc(Nc2ccncc2)cc2cccnc12,-19,-8,10,0,28,-45,-8.2,2
CN(C)S(=O)(=O)c1ccc(C(=O)NCc2nnc(SCC(=O)N3CCCC3)o2)cc1,3,2,-5,0,-4,7,3.0,-4
N#CCCN(C(=O)COC(=O)Cc1c[nH]c2ccccc12)c1ccccc1,2,3,0,0,-3,4,-0.6,-7
COc1ccc(/C=N/NC(=O)c2ccn[nH]2)cc1COc1ccc([N+](=O)[O-])c(C)c1,-27,-12,3,6,22,30,3.1,-3
COc1ccc(-c2csc(-n3cccn3)n2)cc1,81*,-1,2,4,14,9,-0.5,80*
O=C(NCCc1ccccc1)c1cnc2ccccn2c1=O,-20,-16,-2,-1,-7,-276,0.3,-8
CCCNC(=O)COC(=O)c1cc2c(=O)n3ccccc3nc2s1,-26,-1,-14,-5,14,-401,0.6,-5
CCCCC(=O)Nc1cc(OCC)c(NC(=S)NC)cc1OCC,-24,9,0,0,6,19,1.5,-9
O=[N+]([O-])c1cc([N+](=O)[O-])c(Oc2cc(F)cc(F)c2F)cc1NN1CCCCC1,-4,-8,-6,0,7,33,-2.2,10
COCCCN(C(=O)c1cc(Cl)nc2ccccc12)c1c(N)n(Cc2ccccc2)c(=O)[nH]c1=O,-10,7,-4,1,-12,-34,-0.4,7
Cc1ccc(CNC(=O)C(=O)NCC2OCCCN2S(=O)(=O)c2ccc(F)cc2)cc1 (stereo unspecified),-14,6,-4,5,-8,5,-1.1,-9
CCCCOc1ccc(NS(=O)(=O)c2ccc(-n3cnnn3)cc2)cc1,11,-18,-5,-4,4,14,-0.1,0
Cc1ccc(NC(=O)N2CCCC2C(=O)Nc2ccc3c(c2)OCCO3)cc1 (stereo unspecified),-6,2,3,0,-11,16,-0.6,3
CCOC(=O)c1c(NC(=O)C(Sc2ccccc2)c2ccccc2)sc(C(=O)N(C)C)c1C (stereo unspecified),-10,7,-5,-5,79*,1,2.7,8
Cn1cnc2c1c(=O)n(Cc1ccccc1C#N)c(=O)n2C,-12,-1,-4,1,-16,14,-0.1,-5
CC(C)N(Cc1nccn1C)C(=O)c1cc(COc2ccc(F)cc2Cl)on1,2,9,-7,1,2,-5,-2.5,-3

# 4 entries from above, with values under each structure:
# Value order – SENP6 inh, ATG4B inh, HKDC1 inhibitor, GRIN3A LBD mod, PfG6PD inh, SENP8 block, MPTP block, SENP7 inh
- O=[N+]([O-])c1cc([N+](=O)[O-])c(Oc2cc(F)cc(F)c2F)cc1NN1CCCCC1
 : -4, -8, -6, 0, 7, 33, -2.2, 10
- COCCCN(C(=O)c1cc(Cl)nc2ccccc12)c1c(N)n(Cc2ccccc2)c(=O)[nH]c1=O
 : -10, 7, -4, 1, -12, -34, -0.4, 7
- Cc1ccc(CNC(=O)C(=O)NCC2OCCCN2S(=O)(=O)c2ccc(F)cc2)cc1 (stereo unspecified)
 : -14, 6, -4, 5, -8, 5, -1.1, -9
- CCCCOc1ccc(NS(=O)(=O)c2ccc(-n3cnnn3)cc2)cc1
 : 11, -18, -5, -4, 4, 14, -0.1, 0

# (further entries)
SMILES,SENP6 inh,ATG4B inh,HKDC1 inhibitor,GRIN3A LBD mod,PfG6PD inh,SENP8 block,MPTP block,SENP7 inh
COC(=O)c1ccc(COc2ccccc2/C=C(\C#N)C(=O)Nc2c(C)cc(C)cc2C)cc1,-4,-1,20,17*,9,5,-0.3,5
COCCNC(=O)c1cc2sccc2n1C,-2,-2,-10,-1,-12,2,-1.5,-2
C/C=C/C1=CC(=O)C[C@H](c2ccc3c(c2)OCO3)C1,-12,-11,6,0,5,1,0.6,4
COc1ccc(NC(=O)c2cc3ccccc3cc2OC)cc1,30,-1,7,3,25,5,3.4,-2
O=C(NNc1ccccc1C(F)(F)F)c1sccc1Br,-4,-3,-2,1,10,23,3.5,-9
CCOc1ccc2nc(Cl)sc2c1,-6,4,-1,0,3,15,-0.5,-10
CCCCOc1ccc(Cc2c(O)nc(SC)[nH]c2=O)cc1,9,-1,-1,0,0,21,2.5,-7
COc1ccc(NS(=O)(=O)c2ccc(OC)c(N(C)S(=O)(=O)c3ccc(Cl)cc3)c2)cc1,-12,-28,-2,-5,4,7,14,-5
O=C(N/N=C/c1cc(Cl)cc([N+](=O)[O-])c1O)NC12CC3CC(CC(C3)C1)C2,-16,10,3,-5,-26,15,84*,6
CCN1CCN(C(=O)Nc2ccc(Cc3ccc(NC(=O)N4CCN(CC)CC4)cc3)cc2)CC1,-8,8,-7,-23,9,15,0.4,4
Cc1ccc(NC(=O)Nc2c(C)[nH]c(=O)[nH]c2=O)cc1Cl,-6,3,-7,1,1,29,-0.5,-3
COC(=O)c1ccc(C)c(NC(=O)CCc2ccc(OC)cc2)c1,-38,-10,-1,-5,-4,16,-0.8,-7
O=C(OCc1cc2ccccc2[nH]c1=O)c1ccccn1,-9,-8,-1,-1,-1,-20,-0.3,-14
CCCCC(C(=O)O)C(C)CC(=O)Nc1nccs1 (stereo unspecified),-16,1,-7,0,-6,18,-0.3,-4
COc1ccc(NC(=O)c2cc([N+](=O)[O-])ccc2N2CCCCC2)cc1OC,-2,-5,-15,1,3,29,0.1,0
CCOc1ccc(C(=O)NCC(=O)OCc2cc([N+](=O)[O-])cc3c2OCOC3)cc1OCC,-14,-7,-9,-2,11,14,1.7,-8
CCc1[nH]nc(C(=O)N2CCCC(CNS(=O)(=O)c3cccs3)C2)c1C (stereo unspecified),-14,-3,-5,3,-2,0,-1.9,2
COc1ccc(OC)c(S(=O)(=O)Nc2cccc3ccccc23)c1,12,-5,14,3,13,-18,2.2,-8
CN1CCN(S(=O)(=O)c2cccc(C(=O)O)c2)CC1,12,-4,-2,1,3,2,2.7,-7
Cc1cc(C)c(S(=O)(=O)NCCC2CCCN2C)c(C)c1 (stereo unspecified),-11,-8,-2,1,0,16,1.9,5
Cc1cccc(C)c1NC(=O)CN(C)C(=O)C1CC(=O)N(c2cccc3ccccc23)C1 (stereo unspecified),-13,-2,-1,2,7,3,-0.4,-6
COC(=O)CN1C(=O)C(C)(C)Oc2ccc(C(=O)Nc3ccccc3F)cc21,-39,-9,0,0,-6,6,1.6,-5
O=C(O)c1ccc(-c2nc(-c3ccc(Cl)c(Cl)c3)cs2)cc1,86*,29,-7,-7,20,-95,4.9,79*
CCOC(=O)/C(=C/c1ccc(F)cc1)NC(C)=O,7,-3,10,-2,-16,20,-2.0,11
CC(C)(C)OC(=O)C[C@@H]1C/C=C\C[C@@H](CC(=O)N(CCO)Cc2ccccc2)C(=O)NC[C@H](c2ccccc2)OC1=O,-13,0,-1,4,-9,21,0.0,-6
Cc1cc(N/C=C(\C#N)S(=O)(=O)c2ccccc2Cl)nc(C)n1,-4,-5,-3,-2,-25,-12,3.2,-1
COc1ccc(CCNC(=O)CNCC(c2ccccc2)N(C)C)cc1OC (stereo unspecified),9,-10,-1,5,5,14,1.3,-2
c1ccc(-c2ccc3sccc3n2)cc1,83*,2,-3,-2,7,16,-0.6,85*
O=C1NC(C(=O)O)=CC(c2ccc([N+](=O)[O-])cc2)N1 (stereo unspecified),6,1,-10,2,65*,15,-0.3,0
COc1ccc(OC)c(/C=N/N(C)c2ccccc2)c1,30,2,-2,.,11,28,-0.6,-24
COCC(=O)N(C)C1(c2nnnn2CCOC(=O)Nc2ccc(Cl)cc2)CCCC1,3,-21,8,1,19,4,23,4
O=C(/C=C/c1ccc(F)cc1)Nc1ccc(S(=O)(=O)N2CCOCC2)cc1,0,-11,6,22*,2,-8,0.0,4
CC(C)CNS(=O)(=O)c1ccc(OCC(=O)Nc2ccc3c(c2)OCCO3)cc1,5,-11,-1,2,-11,2,4.3,3
FC(F)(F)c1cccc(-n2c(Cn3nnc4ccccc43)n[nH]c2=S)c1,8,4,-2,-2,24,14,0.8,6
NC(=O)c1nc(C(=O)N2CCCCC2)c2ccccc2n1,16,-7,-5,-4,-9,6,-0.3,3
COC(=O)C1=C(C)N(CC2CCCO2)C(=O)/C1=C\c1ccc(O)cc1 (stereo unspecified),-2,3,-5,-1,4,30,-3.5,3
O=C(N/C(=C\c1ccc(Br)cc1)C(=O)N1CCOCC1)c1ccc([N+](=O)[O-])cc1,-1,-5,-2,1,7,18,-0.9,7
NC(=O)C1CCC(NC(=O)OCc2ccccc2)CC1 (stereo unspecified),3,-2,-4,0,-10,21,0.8,4
CCCC(=O)NC(Nc1ccc(S(=O)(=O)Nc2cc(C)on2)cc1)(C(F)(F)F)C(F)(F)F,11,-7,-7,-2,-15,16,-1.6,-5
Cc1ccccc1NC(=O)CSC(N)=O,-17,6,-8,1,17,16,1.0,15
O=C(c1c(Cl)nc2sccn12)N(C(=O)c1c(Cl)nc2sccn12)c1ccc(Cl)cn1,3,-14,1,4,4,-50,-1.5,3
CCN(CC)c1ccc(N=Cc2cc(Br)ccc2O)cc1,21,11,-3,-2,49,-66,-2.1,1
CCN=C1NN=C(c2cc(C)n(CCc3ccccc3)c2C)CS1,.,-2,-3,0,23,-32,-0.9,.
COc1ccc(/C=N/NS(=O)(=O)c2ccc(NC(C)=O)cc2)cc1,-7,-4,-6,0,-7,20,-1.1,4
CC1CC(C)(C)N2C(=O)C(=C(C#N)C#N)c3cccc1c32 (stereo unspecified),4,6,18,1,13,21,3.3,-5
COc1cc(OC)c(OC)cc1/C=C/c1cc(C(=O)O)c2ccccc2n1,-24,-6,7,-1,4,-435,0.5,8
O=S(=O)(c1ccc(N2CCN(CCO)CC2)nc1)N1CCCCC1,-14,-3,-5,-1,0,15,-4.5,3
O=S(=O)(Nc1ccc(OC(F)(F)F)cc1)c1cccc2nonc12,-7,4,1,-7,-15,13,6.3,-7
COc1ccc(OC)c(CNc2ncc(-c3ccc(F)cc3)n2C)c1,-6,-6,-3,-2,0,-2,-0.4,-14
CCSc1nnc(N(CCC(=O)O)CCC(=O)O)s1,5,-2,-1,-3,-15,6,0.0,-1
CCc1nnc(NC(=O)c2sc3nc4c(cc3c2N)CCCCCC4)s1,-5,9,-14,-6,-25,-330,4.5,-3
COC(=O)c1oc2ccc(Br)cc2c1NC(=O)CCCN1C(=O)c2ccccc2C1=O,-8,2,-1,0,-14,-16,0.5,-4
Cc1cccc2cc3c(N)c(C(=O)N4CCOCC4)sc3nc12,-23,5,0,-14,18,-37,1.2,0
COc1ccc(CCn2c(N)c(C(=O)NCc3ccco3)c3nc4ccccc4nc32)cc1,25,-6,26,1,22,-361,1.4,19
NCCNC(=O)c1c(O)c2cccc3c2n(c1=O)CCC3,6,1,-5,3,-24,-107,-1.3,-11

# Single records, as listed above.
# Record of NCCNC(=O)c1c(O)c2cccc3c2n(c1=O)CCC3 = SENP6 inh = 6; ATG4B inh = 1; HKDC1 inhibitor = -5; GRIN3A LBD mod = 3; PfG6PD inh = -24; SENP8 block = -107; MPTP block = -1.3; SENP7 inh = -11
# Record of Cc1cccc2cc3c(N)c(C(=O)N4CCOCC4)sc3nc12 = SENP6 inh = -23; ATG4B inh = 5; HKDC1 inhibitor = 0; GRIN3A LBD mod = -14; PfG6PD inh = 18; SENP8 block = -37; MPTP block = 1.2; SENP7 inh = 0
